# Bioassay records: PubChem, several laboratories
# IL1B NFkB pot: enhances IL-1B driven NFkB nuclear translocation. HUVEC IL-1B NFkB p65 nuclear translocation imaging. activation, % at 2 µM. 94,000 tested, 0.3% active;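 active = activation above 40%, about the mean plus 3 SD, also judged a hit on visual image review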;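 also: percent activation is computed from the nuclear over cytoplasmic p65 intensity ratio; values of inactives mirror those of a sister screen read the other way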
# PLAP inhibitors HTS: PLAP enzyme inhibitors, biochemical, luminescence, HTS (AID 690) | purified PLAP, luminescent substrate; higher % means a stronger effect | one-dose inhibition, % at 20 µM; IC50 in µM for titrated hits | 96,000 tested, 0.08% active; in the data active = a potency from the dose series; inactive = the rest, 99 in 100 with inhibition below about 30%; also: strong numbers were not always called active
# NFkB transloc inh: blocks IL-1B driven NFkB nuclear translocation in HUVEC cells. inhibition, % at 2 µM. HUVEC IL-1B NFkB p65 nuclear translocation imaging. AID 796. 94,000 tested, 0.43% active;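 active = inhibition above about 30% together with a positive call from visual inspection of the well image, limit read from the data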;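 also: nuclear over cytoplasmic p65 intensity ratio measured by imaging; 0% = IL-1B stimulated DMSO wells and 100% = unstimulated DMSO wells; values of inactives mirror those of a sister screen read the other way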
# Bcl-B TR3 displacers: displacers of TR3 peptide from Bcl-B, primary screen, selectivity assay for Bfl-1 inhibitor project, biochemical, fluorescence polarization; FP displacement of FITC-TR3 peptide from Bcl-B; higher % means a stronger effect; one-dose displacement, % at 20 µM; IC50 in µM for titrated hits; 96,000 tested, 0.11% active; AID 748;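 active = displacement above 50% at 20 µM plus a fluorescence interference ratio under 1.5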;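 also: plate controls were wells without compound for no effect and wells lacking Bcl-B protein for full effect; a part of the inactive calls stands beside numbers as strong as those of hits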
# MRP resist rev: compounds reversing MRP-mediated drug resistance. AID 602. H69AR cells + 2 uM doxorubicin, CellTiter-Glo, 72 h. differential viability (reversal), % at 10 µM. 85,000 tested, 0.04% active;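 active = viability drop by adding the cancer drug above about 55%, with treated viability meeting a 40% cutoff, limit read from the data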;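 also: viability without doxorubicin minus viability with 2 µM doxorubicin for each compound; larger differential means the compound sensitizes cells more to doxorubicin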
# MRP resist rev cytotoxicity: further read-out of MRP resist rev, marked with its call; viability, %; H69AR cells, CellTiter-Glo, 72 h; measured here: cytotoxicity without doxorubicin
# MRP resist rev with doxorubicin: second read-out of MRP resist rev, no call of its own (marks repeat the call); viability, %; measured here: viability with 2 uM doxorubicin; hits give low values
# NFkB transloc inh cell count 2 µM: recorded beside NFkB transloc inh, whose call it bears; cell count; measured here: cells passing quality filter;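 raw number of nuclei counted in each imaged well without normalization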
# IL1B NFkB pot cell count 2 µM: second read-out of IL1B NFkB pot, no call of its own (marks repeat the call); cell count; measured here: cells passing quality filter
# An asterisk follows results filed as active; x = not tested or not shown. Some of the compounds tested. The share of hits here may be higher or lower than overall.
no.	Compound	MRP resist rev with doxorubicin	NFkB transloc inh cell count 2 µM	IL1B NFkB pot	Bcl-B TR3 displacers	NFkB transloc inh
1	Cc1c(NC(=O)c2ccc3c(c2)OCO3)cccc1-c1nc2ncccc2o1	100	137	19	-12%	-19
2	CCOC(=O)c1ccc(NC(=O)c2cc(S(=O)(=O)N3CCOCC3)ccc2O)cc1	85	112	12	-10%	-12
3	C=CCn1c(C)cc(C(=O)CSc2nc3ccccc3c(=O)[nH]2)c1C	83	157	13	6%	-13
4	CCOC(=O)c1cc(C(C)=O)n2ccccc12	x	111	-6	4%	6
5	CC(Sc1nncn1C)C(=O)Nc1ccccc1-c1ccccc1 (configuration not stated)	89	80	-9	1%	9
6	CCOC(=O)c1c(NC(=O)C(Sc2ccccc2)c2ccccc2)sc(C(N)=O)c1C (configuration not stated)	x	119	-8	-7%	8
7	COC(=O)C1CCN(C(c2cc(OC)c(OC)c(OC)c2)c2sc3nc(C)nn3c2O)CC1 (configuration not stated)	83	x	x	-4%	x
8	CCCS(=O)(=O)N1CCCC(C(=O)NCCCN2CCN(c3ccccc3F)CC2)C1 (configuration not stated)	86	148	13	-13%	-13

no.	MRP resist rev cytotoxicity	PLAP inhibitors HTS	MRP resist rev	IL1B NFkB pot cell count 2 µM
1	97	16%	-3	137
2	78	-30%	-6	112
3	78	-18%	-5	157
4	x	-1%	x	111
5	93	-7%	4	80
6	x	-6%	x	119
7	93	-49%	10	x
8	102	-36%	17	148

# Later entries
no.	Compound	MRP resist rev with doxorubicin	NFkB transloc inh cell count 2 µM	IL1B NFkB pot	Bcl-B TR3 displacers	NFkB transloc inh
9	CC(=O)N1N=C(c2cccc([N+](=O)[O-])c2)OC1c1ccc(Cl)cc1Cl (configuration not stated)	x	133	15	4%	-16
10	O=C(NCc1ccco1)C(c1ccccc1F)N(CC1CCCO1)C(=O)Cn1nnc2ccccc21 (configuration not stated)	76	x	x	-5%	x
11	COC(=O)c1cc(C(=O)OC)cc(N2C(=O)CC(N3CCN(c4ccccc4)CC3)C2=O)c1 (configuration not stated)	90	120	3	-4%	-3
12	Cc1nn(-c2ccc(F)cc2)c2sc(C(=O)OC3CCOC3=O)cc12 (configuration not stated)	86	191	23	-11%	-23
13	COCCN1C(=O)C(O)=C(C(C)=O)C1c1ccc(OC)c(OC)c1 (configuration not stated)	98	71	3	17%	-3
14	CON(c1nc(N(C)C)nc(N(C)C)n1)S(=O)(=O)c1ccccc1Cl	79	154	-25	-10%	25
15	CC1Cc2ccccc2N1CC(=O)NC(=O)NCc1ccco1 (configuration not stated)	86	151	26	2%	-26
16	Cc1ccc(C(=O)c2cc([N+](=O)[O-])ccc2N2CCN(C)CC2)cc1	x	210	-1	-1%	1

no.	MRP resist rev cytotoxicity	PLAP inhibitors HTS	MRP resist rev	IL1B NFkB pot cell count 2 µM
9	x	-2%	x	133
10	47	-45%	-29	x
11	100	-43%	10	120
12	94	-4%	8	191
13	98	-9%	0	71
14	75	-21%	-5	154
15	76	-16%	-10	151
16	x	-23%	x	210

# The results go on.
no.	Compound	MRP resist rev with doxorubicin	NFkB transloc inh cell count 2 µM	IL1B NFkB pot	Bcl-B TR3 displacers	NFkB transloc inh
17	Cc1ccc(-n2[nH]c(C)c(/C=C3/C=Nc4ccccc43)c2=O)cc1C	87	171	5	x	-5
18	CCCC(C)NC1=NCCCCC1 (configuration not stated)	112	166	-12	5%	12
19	O=C(c1ccccc1[N+](=O)[O-])N1CCC(Cc2ccccc2)CC1	x	110	5	-2%	-5
20	COc1ccc(CNC(=O)CCCCCn2c(SCC#N)nc3cc4c(cc3c2=O)OCO4)cc1	84	x	x	-23%	x
21	COc1ccc(OCCSc2ncn[nH]2)cc1	85	143	1	-6%	0
22	Nc1nc(N2CCOCC2)cc(=O)[nH]1	81	177	-2	23%	2
23	c1ccc2sc(N3CN(CCN4CCOCC4)CN(c4nc5ccccc5s4)C3)nc2c1	37	x	x	8%	x
24	CCOC(=O)Cc1cc(=O)n2[nH]c(C)c(-c3ccc(OC)cc3)c2n1	73	110	0	-14%	0

no.	MRP resist rev cytotoxicity	PLAP inhibitors HTS	MRP resist rev	IL1B NFkB pot cell count 2 µM
17	65	x	-22	171
18	98	-2%	-14	166
19	x	-17%	x	110
20	95	-111%	11	x
21	84	-23%	-1	143
22	82	15%	2	177
23	85	-82%	49	x
24	76	-17%	3	110

# New compounds follow.
no.	Compound	MRP resist rev with doxorubicin	NFkB transloc inh cell count 2 µM	IL1B NFkB pot	Bcl-B TR3 displacers	NFkB transloc inh
25	Cc1ccc(NC(=O)Cn2nnc(C(=O)Nc3ccc(C)c(C)c3)c2N)cc1	105	117	16	-5%	-16
26	CCOC(=O)CSc1nnc(CNc2cccc(Cl)c2)n1-c1ccccc1	96	112	1	-3%	-1
27	CCOC(=O)C(C)Sc1nc2c(c(=O)[nH]c(=O)n2C)n1CCc1ccccc1 (configuration not stated)	85	174	-1	-6%	1
28	CCCCCCCc1nc2c(=O)[nH]c3ccccc3c2o1	107	177	10	x	-10
29	COC(=O)Cc1c(C)nc2nc(-c3ccc(C)cc3)[nH]n2c1=O	94	150	23	8%	-23
30	O=c1oc2ccccc2n1CSc1nc2ccccc2s1	85	85	-6	-9%	6
31	CCCCOc1ccc(C(=O)OC(C)CN(C)C)cc1 (configuration not stated)	88	89	-4	-12%	4
32	Cc1cccc(NC(NC(=O)c2cccnc2)C(Cl)(Cl)Cl)c1 (configuration not stated)	x	146	-15	13%	15

no.	MRP resist rev cytotoxicity	PLAP inhibitors HTS	MRP resist rev	IL1B NFkB pot cell count 2 µM
25	85	6%	-20	117
26	93	-40%	-3	112
27	78	5%	-7	174
28	104	x	-2	177
29	99	13%	5	150
30	95	46%	10	85
31	93	-19%	5	89
32	x	9%	x	146

# (cont.)
no.	Compound	MRP resist rev with doxorubicin	NFkB transloc inh cell count 2 µM	IL1B NFkB pot	Bcl-B TR3 displacers	NFkB transloc inh
33	CSCCC1NC2(C(=O)Nc3c2ccc(Cl)c3C)[C@@H]2C(=O)N(C3CCCC3)C(=O)[C@H]12 (some centres not stated)	108	82	2	7%	-2
34	Cc1c(O)ccc(C(=O)COc2ccccc2F)c1O	99	181	9	2%	-9
35	COc1ccccc1N(CN1C(=O)c2ccccc2C1=O)C(=O)c1cccnc1	90	133	-1	-8%	1
36	COCCNC(=O)CN(C(=O)Cn1nnc2ccccc21)c1ccc(F)c(Cl)c1	x	176	1	0%	-1
37	O=C1CC(O)(C(F)F)Oc2ccc3ccccc3c21 (configuration not stated)	88	199	3	-3%	-3
38	O=C(CSc1nncn1-c1ccccc1)Nc1ccc(N2CCOCC2)cc1	86	171	-3	-10%	3
39	COC(=O)Nc1sc2c(c1C(=O)NCc1ccco1)CCC2	36	104	21	-3%	-21
40	CC(=O)Nc1ccc(C(=O)OCC(=O)c2ccc(C)c([N+](=O)[O-])c2)cc1	x	136	-2	2%	2

no.	MRP resist rev cytotoxicity	PLAP inhibitors HTS	MRP resist rev	IL1B NFkB pot cell count 2 µM
33	99	-10%	-9	82
34	94	8%	-5	181
35	102	-10%	12	133
36	x	-64%	x	176
37	92	16%	4	199
38	101	14%	15	171
39	39	-26%	3	104
40	x	2%	x	136

# Following part.
no.	Compound	MRP resist rev with doxorubicin	NFkB transloc inh cell count 2 µM	IL1B NFkB pot	Bcl-B TR3 displacers	NFkB transloc inh
41	COc1ccc(C(C(=O)NC2CCCCC2)N(Cc2cccs2)C(=O)Cc2c[nH]c3ccccc23)cc1 (configuration not stated)	x	x	x	-1%	x
42	CC1(c2ccccc2)NC(=O)N(CC(=O)NC(=O)NCc2ccco2)C1=O (configuration not stated)	80	161	10	-9%	-10
43	O=C(O)Cn1c(=O)cnc2ccccc21	x	106	-4	2%	4
44	COC(=O)c1ccc(N/C(C)=C/C(=O)c2ccc(C)o2)cc1	102	87	-3	-8%	3
45	O=C(/C=C/c1ccccc1Cl)NCc1ccccc1	x	141	-5	-2%	5
46	CCOC(=O)c1c(NC(=O)c2cc(C)oc2C)sc(C(=O)Nc2ccc(Cl)cc2)c1C	x	129	4	-2%	-4
47	N#Cc1nc(-c2cccs2)oc1N1CCN(Cc2ccccc2)CC1	83	152	7	-1%	-7
48	CCN(CC)c1ccc(/C=N/NC(=S)NCc2ccccc2)cc1	x	147	0	-7%	0

no.	MRP resist rev cytotoxicity	PLAP inhibitors HTS	MRP resist rev	IL1B NFkB pot cell count 2 µM
41	x	-26%	x	x
42	93	-14%	13	161
43	x	21%	x	106
44	103	27%	1	87
45	x	13%	x	141
46	x	-8%	x	129
47	86	-20%	3	152
48	x	-7%	x	147

# The results go on.
no.	Compound	MRP resist rev with doxorubicin	NFkB transloc inh cell count 2 µM	IL1B NFkB pot	Bcl-B TR3 displacers	NFkB transloc inh
49	CC(=O)O/N=C/c1c(N2CCOCC2)n(C)c2ccccc12	x	134	2	8%	-2
50	O=C1c2ccccc2-c2nc3ncnn3c(-c3ccccc3)c21	86	134	12	x	-12
51	CCOC(=O)Cn1nc(-c2ccc(F)cc2)oc1=O	84	132	3	-5%	-3
52	CCOC(=O)N1CCC(NC(=O)c2cc(-c3ccc(F)cc3)[nH]c2C)CC1	70	x	x	-4%	x
53	Cc1ccc(C2CC(c3ccccc3)=NN2C(=S)Nc2ccccc2)o1 (configuration not stated)	x	123	1	4%	-1
54	CCCCOc1ccccc1Cn1c(=O)oc2ccc(C)cc21	x	153	1	-3%	-1
55	Cc1cc2ccccc2c(=O)n1CC(=O)NCc1ccco1	103	176	34	0%	-34
56	Cc1ccc(S(=O)(=O)NC2(C(F)(F)F)C(=O)Nc3c2c(=O)n(C)c(=O)n3C)cc1 (configuration not stated)	95	49	-7	-12%	7

no.	MRP resist rev cytotoxicity	PLAP inhibitors HTS	MRP resist rev	IL1B NFkB pot cell count 2 µM
49	x	-12%	x	134
50	91	x	4	134
51	102	5%	18	132
52	73	9%	3	x
53	x	7%	x	123
54	x	2%	x	153
55	94	-37%	-9	176
56	103	24%	8	49

# (next part)
no.	Compound	MRP resist rev with doxorubicin	NFkB transloc inh cell count 2 µM	IL1B NFkB pot	Bcl-B TR3 displacers	NFkB transloc inh
57	CC(=O)Nc1nc2c(ncn2COCCOC(C)=O)c(=O)[nH]1	93	110	27	-5%	-27
58	COc1ccc(NCN2C(=O)CCC2=O)cc1	99	58	9	3%	-9
59	CCc1nnc(SCc2ccc(C(=O)OC)o2)n1N	80	85	-4	-15%	4
60	O=C(Nc1ccc(NC(=O)C2CCCCC2)cn1)c1ccco1	77	133	5	-13%	-5
61	Cc1ccc(Cn2ccc(NC(=O)c3noc4c3CCCC4)n2)cc1	97	x	x	2%	x
62	COc1ccc(OCC(=O)OC2CCN(C)CC2)cc1	92	177	21	-17%	-21
63	Cc1ccc(C)c(N2CCN(C(=O)CCNC(=O)Cn3ccc4ccccc4c3=O)CC2)c1	96	84	1	-7%	-1
64	CCC(C)NC(=O)C1CCN(S(=O)(=O)c2cccnc2)CC1 (configuration not stated)	88	73	14	-5%	-14
65	Cc1cc(NC(=O)C2CCCCC2)n(-c2nc3ccccc3[nH]2)n1	72	184	1	-4%	-1

no.	MRP resist rev cytotoxicity	PLAP inhibitors HTS	MRP resist rev	IL1B NFkB pot cell count 2 µM
57	93	16%	0	110
58	79	20%	-21	58
59	98	-6%	18	85
60	86	-2%	10	133
61	92	9%	-5	x
62	97	-17%	6	177
63	97	-8%	0	84
64	99	-2%	11	73
65	49	-8%	-22	184
